S1P3 agonist: human S1P3 receptor agonists, primary screen, cell-based, primary and confirmation, NFAT-BLA reporter. Sphingosine 1-phosphate receptor 3 (Homo sapiens), Q99500. S1P3 NFAT-BLA reporter cells, agonism, FRET ratio; relative to 1 µM S1P, basal subtracted. activation, % at 4.5 µM. 60,000 tested, 0.1% active;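 active = activation above the screen-wide mean plus 3 SD, cut at about 4.5% in these data, passing the limit was not always enough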; note: some compounds called inactive have numbers as strong as hits
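Measure – % activation relative to 1 µM S1P (100%), per plate · System – stable CHO line with human S1P3, Gα16, NFAT-BLA reporter · Timing – cells plated overnight, compound 4 h 37 °C, substrate 2 h RT · Technique – fluorescent BLA substrate, ex 405 nm, em 460/535 nm ratio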
HTR1A agonist: human 5-HT1a receptor agonists, primary screen, cell-based, CHO, Ga15 NFAT-bla reporter | 5-hydroxytryptamine receptor 1A (Homo sapiens), P08908 | CHO 5-HT1a Ga15 NFAT-bla reporter, FRET ratio; 0% basal, 100% maximal reference agonist | activation, % at 10 µM | 65,000 tested, 0.56% active | AID 567, 2006;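 active = activation above the screen-wide mean activation plus 3 SD, cut at about 19% in these data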;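 note: 0% = DMSO wells and 100% = 5-CT at EC100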
5HT1a antag: human 5-HT1a receptor antagonists, primary screen, cell-based, CHO, Ga15 NFAT-bla reporter; 5-hydroxytryptamine receptor 1A (Homo sapiens), P08908; CHO 5-HT1a Ga15 NFAT-bla reporter, antagonist mode; inhibition, % at 10 µM; 62,000 tested, 0.68% active;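 active = inhibition above the mean of all tested compounds plus 3 SD, cut at about 43% in these data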;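 note: receptor stimulated by 5-CT agonist at 100 nM near EC80; beta-lactamase reporter measured by ratiometric fluorescence of a cleavable substrate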
5HT1E antag: 5-HT1E receptor antagonists, primary screen, cell-based, HTS | 5-hydroxytryptamine receptor 1E (Homo sapiens), P28566 | AID 571, 2007 | CHO 5-HT1E Ga15 NFAT-bla reporter, FRET, antagonist | 65,000 tested, 0.99% active | inhibition, % at 6 µM;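 active = inhibition above a set limit, the mean inhibition across every tested compound plus 3 SD, cut at about 29% in these data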;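 note: signal is the 460 over 535 nm emission ratio of beta-lactamase substrate; 0% = agonist plus DMSO wells and 100% = wells without agonist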
Target sequence (P28566 whole entry, looked up): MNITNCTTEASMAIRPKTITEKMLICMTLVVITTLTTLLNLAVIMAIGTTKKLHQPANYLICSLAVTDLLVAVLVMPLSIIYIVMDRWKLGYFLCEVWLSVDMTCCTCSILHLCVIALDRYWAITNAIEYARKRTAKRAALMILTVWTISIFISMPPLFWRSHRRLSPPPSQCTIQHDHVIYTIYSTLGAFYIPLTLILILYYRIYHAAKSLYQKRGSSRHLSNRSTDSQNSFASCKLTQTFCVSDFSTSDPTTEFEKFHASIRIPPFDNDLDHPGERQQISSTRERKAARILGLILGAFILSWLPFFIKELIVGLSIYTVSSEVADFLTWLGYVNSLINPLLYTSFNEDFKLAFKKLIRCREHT
5HT1E ag: 5-HT1E receptor agonists, primary screen, cell-based, HTS; CHO 5-HT1E Ga15 NFAT-bla reporter, FRET; 0% DMSO wells, 100% control agonist wells; activation, % at 6 µM; 65,000 tested, 0.69% active;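 active = activation above a set limit, the screen-wide mean activation plus 3 SD, cut at about 8.5% in these data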;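 note: 100% = positive control agonist at 1 µM giving full maximal response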
Jurkat tox 60K: cytotoxicity toward Jurkat T cells, primary screen, cytotoxicity control, cell-based, Jurkat E6.1, 60K MLSMR library | Jurkat E6.1 viability, ATP luminescence, 48 h | inhibition, % at 4 µM | 56,000 tested, 1.2% active | AID 463, 2006;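 active = inhibition above the mean inhibition of all tested compounds plus 3 SD, cut at about 28% in these data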
D1 mod: D1 CRE-luciferase signal change, two-sided – cell-based, HEK293 D1, dopamine EC30, D1 allosteric modulator project, primary screen; D(1A) dopamine receptor (Homo sapiens), P21728; dopamine EC30 potentiation; actives deviate in either direction; B-score at 10 µM; 58,000 tested, 5.9% active; AID 641, 2007;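 active = luminescence count or its row- and column-corrected plate score outside the 99.7% band of the plate's sample wells, on either side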
Target sequence (P21728 whole entry, looked up): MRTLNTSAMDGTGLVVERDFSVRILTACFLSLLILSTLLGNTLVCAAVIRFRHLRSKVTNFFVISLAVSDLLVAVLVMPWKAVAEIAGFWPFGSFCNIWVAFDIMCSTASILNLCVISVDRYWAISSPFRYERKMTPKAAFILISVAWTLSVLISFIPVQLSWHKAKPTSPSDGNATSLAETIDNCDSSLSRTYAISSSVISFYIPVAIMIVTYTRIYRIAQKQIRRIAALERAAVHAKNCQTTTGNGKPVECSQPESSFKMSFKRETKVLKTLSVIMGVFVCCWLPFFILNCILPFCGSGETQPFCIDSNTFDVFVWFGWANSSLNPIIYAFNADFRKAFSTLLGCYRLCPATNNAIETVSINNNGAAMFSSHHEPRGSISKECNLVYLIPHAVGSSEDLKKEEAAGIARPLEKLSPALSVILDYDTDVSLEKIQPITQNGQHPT
HEK293 NFkB inh: inhibitors of PMA/ionomycin-induced NF-kB reporter, primary screen, antigen receptor NF-kB inhibitor project, cell-based, HEK-293 luciferase reporter, luminescence; 62,000 tested, 0.21% active; inhibition, % at 3 µM; HEK-293 NF-kB luciferase reporter; AID 465, 2006;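 active = inhibition above the mean of all tested compounds plus 3 SD, cut at about 40% in these data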;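 note: 0% = stimulated DMSO wells and 100% = 10 µM reference inhibitor 5653914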
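Timing: 1 h pretreatment, 16 h stimulation, 37 °C; system: HEK-293 cells with stable firefly luciferase reporter driven by four HIV NF-kB elements; doses: 3 µM once, 0.30% DMSO; measured by: luciferase luminescence; control set: DMSO and 10 µM reference inhibitor; repeats: single test; reagent: PMA plus ionomycin mix as NF-kB-activating stimulus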
S1P1 ag pot: S1P1 agonists and agonism potentiators, primary screen, cell-based, primary and confirmation screens, CRE-bla reporter. Sphingosine 1-phosphate receptor 1 (Homo sapiens), P21453. AID 449, 2006. activation, % at 9.5 µM. S1P1 CRE-bla cells, forskolin, beta-lactamase FRET, potentiator mode; S1P1 agonist co-added at EC20, 2 nM; 100% = saturating reference agonist, 0% = basal. 56,000 tested, 0.57% active;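 active = activation above a cutoff set at the mean activation of all tested compounds plus 3 SD, cut at about 54% in these data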;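 note: forskolin at 4 µM as EC80 and the EC20 agonist is SEW2871; 100% = SEW2871 at its EC100 plus forskolin at EC80; some compounds past the cut are filed as inactive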
* hit, by the source's call; x = not tested or not shown.

SMILES	S1P3 agonist	HTR1A agonist	5HT1a antag	5HT1E antag	5HT1E ag	Jurkat tox 60K	D1 mod	HEK293 NFkB inh	S1P1 ag pot
COc1cc(C(=O)Nc2nccs2)cc(OC)c1OC	1.8	-2.0	x	-2	0.1	x	0.34	x	-12
CC1=CCC2(CO)COC(c3ccccc3O)C1C2 (stereo not drawn)	-1.5	-3.1	1	-4	0.5	-4	-4.2	2	1
N#CC1=C(N)Oc2cc(N)ccc2C1C1CC=CCC1 (stereo not drawn)	-0.6	16	-22	12	8.4	56*	x	19	-6
O=C(CSc1nccn1-c1ccccc1)Nc1ccc2c(c1)OCO2	-1.7	-2.7	11	10	-0.8	0	-1.7	-1	-1
N#CC1=C(N)Oc2c(ccc3cccnc23)C1c1cccnc1 (stereo not drawn)	x	-2.9	10	5	-1.4	x	1.4	27	x
CCN(CC)c1ccc(NC(=O)CC2Oc3ccccc3NC2=O)c(C)c1 (stereo not drawn)	-0.1	-1.6	-18	-13	0.3	5	0.029	-6	-20
COc1ccc(OC)c(CNC(=O)C2CCCN(C(=O)N(C)C)C2)c1 (stereo not drawn)	-1.1	-2.5	7	-5	0.0	6	-0.85	6	18
C=Cn1ccnc1P(=S)(c1ccc2c(c1)c1ccccc1n2CC)c1nccn1C=C	x	-0.4	-4	-6	-0.3	x	-0.94	17	x
COc1cccc(N2CCN(Cc3nc(N)nc(Nc4ccccc4OC)n3)CC2)c1	-1.3	2.7	11	1	-0.6	-2	1.7	15	16
COc1cc(CC(NC(C)=O)C(=O)NC2CCN(c3nc(C)cc(C)c3C#N)CC2)cc(OC)c1 (stereo not drawn)	-1.4	-3.4	8	-3	0.7	-2	1	56*	10
COc1ccc(CNc2ccc(-c3ccc(OC)cc3)nn2)cc1	0.8	1.8	2	14	-0.9	4	x	-8	25
CCCn1c(=O)c(C(=O)NCc2ccccn2)c(O)c2ccccc21	-1.6	-1.6	10	6	0.3	3	3.9	19	-61
COc1ccc(-c2n[nH]c(C)c2-c2ccc(OC)c(OC)c2)c(O)c1	-1.2	0.1	21	14	0.1	52*	2.7*	34	7
O=C(COC(=O)Cc1cn2ccsc2n1)Nc1nc2ccccc2s1	-0.6	1.8	8	13	-0.4	3	-1.7	14	19
Cc1ccc2nc(C(O)C(O)c3nc4ccc(C)cc4[nH]3)[nH]c2c1 (stereo not drawn)	x	2.0	-18	-11	0.2	x	-0.79	-22	x
COc1ccc(-c2cc(-n3c(C(F)(F)F)nc4ccccc43)n(CCC#N)n2)cc1	-0.8	-1.6	12	5	0.2	4	-0.031	10	-45
COc1ccc(C2CC(c3cccc(C)c3)n3nc(N)nc3N2)cc1 (stereo not drawn)	-0.4	-1.2	-4	-1	0.2	-22	0.68	13	-11
O=c1[nH]c(SCCOc2ccccc2)nc2ccccc12	-0.1	0.4	6	-8	0.8	-2	5.3*	11	-38
CCn1c(Cc2ccccc2)nnc1SCC(=O)NC(C)(C)C	-0.6	-3.3	-3	5	-1.3	9	0.0093	21	5
COC(=O)c1cccc(Cn2nnc3ccccc3c2=O)c1	-0.9	-0.4	14	-2	-0.5	-2	3.9	11	-24
CCOc1ccc(N(CC(=O)NC(C)CC)S(=O)(=O)c2c(C)noc2C)cc1 (stereo not drawn)	-0.4	2.2	10	8	0.0	-6	-1.2	9	-8
CC(=O)Nc1cc(C(=O)O)ccc1S(=O)(=O)c1ccc(Cl)cc1	-0.2	-2.8	-6	-1	0.0	-9	-1.2	15	-10
CCS(=O)(=O)N1CCCC(C(=O)NCCCOC)C1 (stereo not drawn)	-0.4	-3.1	-3	-8	-1.0	0	-0.48	-10	-20
C[N+](C)(C)CCNC(=O)c1c(O)c2c([nH]c1=O)CCCC2	0.1	-1.4	4	10	0.1	-7	-1	7	9
CC1=C(C(=O)Nc2ccccc2C)C(c2cccnc2)n2nc(CCCO)nc2N1 (stereo not drawn)	-1.4	1.6	10	7	-1.1	3	0.18	12	6
Cc1ccc(C)c(N2CCN(C(=O)COc3cc(=O)n(C)c4ccccc34)CC2)c1	-1.5	-0.9	8	11	-0.3	11	-0.031	8	-16
O=C(O)c1cc(=O)cc(C(=O)O)[nH]1	-0.6	0.6	13	4	-0.9	-7	0.45	14	-1
CN(C)c1ccc(C2N(c3ccc(Cl)cc3)C(=O)C3CCCN32)cc1 (stereo not drawn)	-0.8	0.1	-8	-7	0.9	3	0.16	18	-2
N#Cc1c(-c2ccc3c(c2)OCO3)csc1N	-0.9	1.8	-4	-15	1.3	4	x	-6	-5
CSCC[C@H](NC(=O)OC(C)(C)C)c1nnc(SCc2ccc(F)cc2)o1	-0.3	0.1	13	2	-0.4	1	0.23	17	-1
CCc1nc(N2CCCCC2C)c2oc3ccccc3c2n1 (stereo not drawn)	-0.8	6.6	28	-3	0.7	-3	1.1	8	-11
CCCCCCc1cc2cc(C(=O)NC)c(=N)oc2cc1O	-2.0	33*	x	2	1.6	x	x	x	5
CCOc1ccc(N2C(=O)CC(Sc3nc(C)cc(C)c3C#N)C2=O)cc1 (stereo not drawn)	1.7	-3.5	9	1	-0.8	-4	0.049	4	2
CCOc1ccc(N2CC(C(=O)Nc3cccc(C)c3C)CC2=O)cc1 (stereo not drawn)	-0.6	-0.3	7	-7	-0.5	-3	-0.58	5	x
Cc1occc1-c1nnc(SCC(=O)Nc2ccccc2)n1Cc1ccccc1	-0.9	-3.2	13	5	-1.2	-3	0.81	2	-1
CSCC[C@@H](C(=O)O)N1Cc2ccccc2C1=O	-1.2	0.3	-5	2	0.1	-1	0.029	23	4
COc1cccc(NC(=O)Cc2nnc(SCC(=O)c3ccccc3)n2C)c1	-1.7	-5.1	12	1	-0.1	1	0.2	9	11
CC(C)(O)c1cn(-c2nonc2N)nn1	-0.7	-0.7	7	3	0.4	11	0.74	4	4
CCOC(=O)c1csc(NC(=O)c2ccc(S(=O)(=O)N(C)C)cc2)n1	x	1.8	2	-10	1.2	x	x	10	x
CCOC(OCC)P(=O)(c1ccccc1)c1ccccc1	-0.4	-1.2	9	3	-0.8	2	-0.068	0	-13

Two of the compounds above, with values under each structure.
The line under a structure holds: S1P3 agonist	HTR1A agonist	5HT1a antag	5HT1E antag	5HT1E ag	Jurkat tox 60K	D1 mod	HEK293 NFkB inh	S1P1 ag pot
> CCCCCCc1cc2cc(C(=O)NC)c(=N)oc2cc1O
→ -2.0	33*	x	2	1.6	x	x	x	5
> CCOc1ccc(N2C(=O)CC(Sc3nc(C)cc(C)c3C#N)C2=O)cc1 (stereo not drawn)
→ 1.7	-3.5	9	1	-0.8	-4	0.049	4	2

Continued.
SMILES	S1P3 agonist	HTR1A agonist	5HT1a antag	5HT1E antag	5HT1E ag	Jurkat tox 60K	D1 mod	HEK293 NFkB inh	S1P1 ag pot
C=C(C)COc1ccc2c3c(c(=O)oc2c1OCC(=C)C)CCC3	-0.5	-2.7	2	-1	0.6	-3	-0.52	17	-9
COC(=O)c1c(C)oc(C)c(C(=O)OC)c1=O	-0.8	-2.0	0	9	-0.3	1	x	12	-5
COc1ccc(C(=O)C2CCN(S(=O)(=O)c3ccc4c(c3)OCCO4)CC2)cc1	0.5	-3.1	4	0	-0.7	4	0.076	7	18
Cc1cc(NCCN2CCOCC2)n2c(nc3ccccc32)c1C#N	-0.6	0.1	-4	3	-0.8	5	2.2	-1	-28
O=C(c1ccco1)N1CCN(C(=O)C(Cc2ccccc2)NS(=O)(=O)c2cccs2)CC1 (stereo not drawn)	0.6	2.4	-9	-8	0.1	-5	x	7	-7
O=C(Cn1cnc2c(nnn2Cc2ccccc2)c1=O)c1ccccc1	0.0	-4.5	9	11	-0.5	-9	0.34	5	-6
CC1=C(C(=O)OCCOc2ccccc2)C(c2ccc(C)o2)C2=C(CC(C)(C)CC2=O)N1 (stereo not drawn)	-0.3	-1.2	-1	5	-0.8	-1	0.17	6	-27
CC1CCN(S(=O)(=O)Cc2ccccc2Cl)CC1	-1.2	-0.8	0	9	-0.3	-4	x	8	-5
CCOc1ccc(CCNC(=O)Cn2c(-c3nonc3N)nc3ccccc32)cc1OCC	-1.2	0.6	15	11	0.3	9	1.1	18	-6
CC1CN(S(=O)(=O)c2ccc(NC(=O)CCCN3C(=O)c4ccccc4C3=O)cc2)CC(C)O1 (stereo not drawn)	-0.4	-0.9	0	-4	-0.9	6	-0.18	18	-6
CC(C)N1C(=O)CCC1C(=O)NC1CCCC1 (stereo not drawn)	0.4	0.9	-12	3	-0.7	-4	-0.047	-6	0
Cc1ccccc1NC(=O)CN1CCC(NC(=O)Nc2ccccc2)CC1	0.3	0.6	-9	-7	1.3	-4	-0.15	10	11
Cc1occc1-c1nnc(SCC(=O)NCc2ccc3c(c2)OCO3)n1CC(C)C	-0.3	-1.0	9	-3	-1.1	-1	-0.38	3	7
O=C(CSCc1ccccc1)N1CCN(C(=O)c2ccco2)CC1	-0.3	-5.5	-13	4	-1.4	2	-0.079	12	2
CCOC(=O)c1ccc(NC(=O)C(C)N2C(=O)c3ccccc3C2=O)cc1 (stereo not drawn)	0.8	-1.6	3	-7	-0.2	0	-0.8	11	-11
O=S(=O)(NCc1ccccc1)c1ccc(S(=O)(=O)N(Cc2ccccn2)Cc2ccco2)cc1	-1.2	3.1	10	10	0.1	1	-0.37	21	24
O=C(NCCN1CCCCC1)c1cc2ccccc2[nH]1	-1.2	-4.4	14	-7	-0.7	2	0.16	7	-20
Cc1ccc(Cl)cc1N1CCN(S(=O)(=O)c2cnc[nH]2)CC1	-1.7	1.1	2	8	0.4	3	0.38	0	-10
CCCCc1noc2c1/C(=N\O)CC(c1ccccc1)C2 (stereo not drawn)	-0.3	-0.3	-4	-2	0.9	11	x	0	28
CCOC(=O)c1c(C2CC2)csc1NC(C)=O	0.0	-1.1	-12	-1	0.6	0	4.9*	3	x
Cc1ccc(-c2cc(C(=O)O)n[nH]2)o1	0.2	-0.9	-4	5	0.1	8	-0.95	10	3

3 entries from above, arranged by molar mass, ascending.
SMILES	S1P3 agonist	HTR1A agonist	5HT1a antag	5HT1E antag	5HT1E ag	Jurkat tox 60K	D1 mod	HEK293 NFkB inh	S1P1 ag pot
CC(C)N1C(=O)CCC1C(=O)NC1CCCC1 (stereo not drawn)	0.4	0.9	-12	3	-0.7	-4	-0.047	-6	0
Cc1ccccc1NC(=O)CN1CCC(NC(=O)Nc2ccccc2)CC1	0.3	0.6	-9	-7	1.3	-4	-0.15	10	11
Cc1occc1-c1nnc(SCC(=O)NCc2ccc3c(c2)OCO3)n1CC(C)C	-0.3	-1.0	9	-3	-1.1	-1	-0.38	3	7

High-throughput results from PubChem BioAssay.
